GASC-1 inh – blocks human GASC-1 demethylase activity; AID 2099; Q9H3R0; inhibition, % at 2.35 µM; GST-JMJD2C(1-420) H3K9me3 demethylation, DELFIA europium; actives 0.069% (n = 330,000);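 active means more than half of a compound's replicate wells show inhibition beyond 50%, single wells judged on their own value; inconclusive means some, but no more than half, of replicates pass 50% inhibition; inactive means no replicate passes 50% inhibition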;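 further: signal counts dimethyl H3K9 product captured on neutravidin plate; 0% = median of DMSO wells and 100% = 0.3 times that DMSO median; strong numbers were not always called active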
VLA-4 inh – inhibition in a human VLA-4 binding assay. inhibition, % (about 7 µM as worked out from the volumes in the protocol). VLA-4 expressing cells, ligand binding flow cytometry. actives 0.2% (n = 330,000). P13612; in the data active means inhibition above about 50%
Target sequence (P13612 whole entry, looked up): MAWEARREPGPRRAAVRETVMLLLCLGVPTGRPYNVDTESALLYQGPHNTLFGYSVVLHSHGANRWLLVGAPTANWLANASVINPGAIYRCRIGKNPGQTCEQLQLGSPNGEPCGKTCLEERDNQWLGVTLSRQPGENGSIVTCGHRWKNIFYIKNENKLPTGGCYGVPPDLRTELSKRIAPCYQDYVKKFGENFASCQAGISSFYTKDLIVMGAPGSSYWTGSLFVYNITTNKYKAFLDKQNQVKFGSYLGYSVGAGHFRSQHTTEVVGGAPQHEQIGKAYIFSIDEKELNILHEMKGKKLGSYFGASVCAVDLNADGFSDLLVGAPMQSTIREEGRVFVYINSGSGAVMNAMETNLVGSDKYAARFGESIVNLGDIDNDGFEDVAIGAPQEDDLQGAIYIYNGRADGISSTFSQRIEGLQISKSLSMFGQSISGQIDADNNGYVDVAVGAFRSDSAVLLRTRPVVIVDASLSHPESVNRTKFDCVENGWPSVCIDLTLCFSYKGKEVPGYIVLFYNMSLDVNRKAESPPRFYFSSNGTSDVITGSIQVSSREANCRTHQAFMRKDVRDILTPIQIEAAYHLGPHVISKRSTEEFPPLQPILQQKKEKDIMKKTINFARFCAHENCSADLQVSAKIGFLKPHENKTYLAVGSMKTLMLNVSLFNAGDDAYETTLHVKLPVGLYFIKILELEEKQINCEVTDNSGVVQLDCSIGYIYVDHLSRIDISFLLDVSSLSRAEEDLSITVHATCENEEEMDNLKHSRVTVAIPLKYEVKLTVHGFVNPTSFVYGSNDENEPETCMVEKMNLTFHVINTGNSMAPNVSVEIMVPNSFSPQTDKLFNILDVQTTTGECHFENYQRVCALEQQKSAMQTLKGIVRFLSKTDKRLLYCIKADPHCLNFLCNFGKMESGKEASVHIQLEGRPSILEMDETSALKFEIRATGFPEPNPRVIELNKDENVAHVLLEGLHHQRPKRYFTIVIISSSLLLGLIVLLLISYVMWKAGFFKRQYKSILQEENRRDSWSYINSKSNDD
LAP4-GFP MLPCN – modulators of TOR pathway LAP4-GFP in S. cerevisiae; S. cerevisiae LAP4-GFP multiplex, flow cytometry GFP, 3 h; median GFP as percent of DMSO wells; GFP response vs DMSO, % at 10 µM; actives 0.34% (n = 320,000);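 active means GFP response vs DMSO above a set limit, about the screen mean plus 3 SD, cut at about 150% in these data; inconclusive means under 70 cell events counted for the yeast strain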
GRK2 aptamer HTS – human GRK2 inhibition via aptamer displacement; inhibition of aptamer binding, % at 10 µM; bead flow cytometry, FAM-aptamer displacement from GRK2; P25098; actives 0.59% (n = 330,000);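 active means inhibition of aptamer binding above 40%, roughly 3 SD of noise, on plates passing a quality check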;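 further: median bead fluorescence of bound FAM aptamer so fluorescent compounds give negative values; no value below 0 was filed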
AGP1 TOR yeast – modulators of TOR pathway AGP1-GFP in S. cerevisiae. S. cerevisiae AGP1-GFP multiplex flow cytometry, 3 h; GFP as percent of DMSO wells. GFP response vs DMSO, % at 10 µM. actives 0.02% (n = 320,000). AID 2066;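 active means GFP response relative to DMSO above a set limit, near screen average plus 3 SD, cut at about 150% in these data; inconclusive means fewer than 70 cells counted for the yeast strain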;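 further: median GFP channel fluorescence of the gated AGP1 strain per well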
MEP2 TOR yeast – modulators of TOR pathway MEP2-GFP in S. cerevisiae; S. cerevisiae MEP2-GFP strain, flow cytometry GFP, 3 h; 100% = DMSO control level; actives 0.51% (n = 330,000); GFP response vs DMSO, % at 10 µM;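 active means GFP response versus DMSO above a set limit, roughly screen mean plus 3 SD, cut at about 180% in these data; inconclusive means fewer than 70 cells counted for a yeast strain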;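 further: median GFP fluorescence of the barcode-gated MEP2-GFP cells per well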
CIT2-GFP yeast – alters CIT2-GFP fluorescence in TOR pathway yeast screen; S. cerevisiae CIT2-GFP strain, flow cytometry, 3 h; 100 means same as DMSO wells; GFP response vs DMSO, % at 10 µM; actives 0.065% (n = 320,000); AID 2029;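 active means GFP response relative to DMSO above a set limit, near the screen mean plus 3 SD, cut at about 150% in these data; inconclusive means Fewer than 70 cells measured for a yeast strain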;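 further: ratio of well median GFP fluorescence to mean of DMSO wells on the plate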
RPL19A-GFP yeast – yeast TOR pathway RPL19A-GFP modulation; percent response vs DMSO, % at 10 µM; AID 2025; S. cerevisiae RPL19A-GFP strain, flow cytometry, 3 h; active compounds read low; actives 0.3% (n = 330,000);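 active means percent response vs DMSO below 50%; inconclusive means fewer than 70 events counted for the yeast strain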;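 further: median channel GFP fluorescence of the barcoded RPL19A-GFP strain; ratio of sample median GFP to plate DMSO average so 100% = DMSO; lower means less RPL19A-GFP as with rapamycin TOR inhibition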
* hit, by the source's call; i = inactive; u = inconclusive; x = not tested or not shown; + = active, no number; [ ] = dose if it differs, or a comment. Rows were taken by chance; any-hit rate near 1.7%.

SMILES	GASC-1 inh	VLA-4 inh	LAP4-GFP MLPCN	GRK2 aptamer HTS	AGP1 TOR yeast	MEP2 TOR yeast	CIT2-GFP yeast	RPL19A-GFP yeast
Cc1ccc(C)c(NC(=O)C2CCCN(c3cnccn3)C2)c1 (stereo not drawn)	0	4	104	6	100	104	104	102
CCOc1ccc(CCNC(=O)COC(=O)c2cccnc2SC)cc1OCC	-9	1	100	3	105	98	99	99
COc1ccc2[nH]cc(CCN=C3SCC(=O)N3C)c2c1	-20	3	88	0	81	86	82	93
Cc1nn(CC(=O)N2CCN(c3ccc(Cl)cc3)CC2)c(=O)c2cccn12	5	-1	109	6	89	92	90	99
C=CCN1C(=O)S/C(=C/c2ccsc2)C1=O	-2	-11	116	0	101	103	89	102
COc1ccccc1NC(=O)Nc1ccc(C)cn1	1	1	105	3	96	104	97	101
COc1cc2c(cc1OC)C(c1ccc(-c3ccc(Cl)cc3Cl)o1)=NCC2	2	-4	97	0	100	106	100	100
Cc1nnc2c3ccccc3c(-c3cccs3)nn12	-3	-2	102	0	84	100	94	95
COC(=O)CSc1nnc(-c2ccccn2)n1N	3	0	105	0	108	101	98	100
COC(=O)/C=c1/s/c(=C(\C#N)C(=O)NCc2ccco2)n(-c2ccccc2)c1=O	10	7	97	4	100	98	97	97
Cc1ccc(C(=O)N/N=C/c2ccc(S(=O)(=O)O)o2)c(Cl)c1	11	12	92	6	94	100	90	96
Cc1ccc(CN2CN(S(=O)(=O)c3cccs3)c3nc4ccccc4nc32)cc1	10	12	91	1	90	96	92	90
O=C(C1CCCCC1)N1CCN=C1SCc1cccc([N+](=O)[O-])c1	-10	1	97	1	110	102	108	101
COc1ccc(NC(=O)C(Sc2nnc(-c3ccncc3)n2-c2ccccc2C)c2ccccc2)cc1Cl (stereo not drawn)	-8	2	101	0	99	102	89	100
CSc1nc(Oc2ccc(F)cc2)c2ccccc2n1	19	12	96	0	95	99	98	97
COC(=O)c1ccc(/C=N/N2CCN(Cc3ccccc3)CC2)cc1	0	19	109	0	108	103	101	109
COc1cccc(CNc2ncnc3ccc(-c4c(C)noc4C)cc23)c1	0	-3	105	0	99	119	103	95
Cc1ccc(S(=O)(=O)NC(C)(C)CN2CCNCC2)cc1	3	-8	98	0	109	106	106	105
COCCn1c(=NC(=O)CN2C(=O)CCC2=O)sc2cc(S(N)(=O)=O)ccc21	1	16	97	1	103	104	102	100
COc1ccc(C(=S)N2CCN(S(=O)(=O)c3ccccc3)CC2)cc1	8	-11	96	0	101	103	104	98
CCOc1ccc(CN2CCNC(=O)C2CC(=O)N(C)Cc2nonc2C)cc1 (stereo not drawn)	-1	-4	72	1	92	95	108	100
Cc1ccc2nc(/C(C#N)=C\c3ccc([N+](=O)[O-])o3)[nH]c2c1	31	i	+[may fluoresce red and violet]	26	u	+[may fluoresce red and violet]	u	u
COc1ccc(CSc2nc(C)cc(=O)[nH]2)cc1Br	-1	-2	109	2	110	110	107	99
CCOc1ccc(C(=O)NCC(=O)NCC(c2ccco2)N2CCCCC2)cc1OCC (stereo not drawn)	0	-2	112	0	109	106	96	100
COCc1cnc(C)nc1N	-9	8	108	0	102	100	102	97
CC(OC(=O)c1nc(Cl)ccc1Cl)C(=O)Nc1ccccc1F (stereo not drawn)	-6	-4	91	1	93	99	91	92
COc1ccc(/C=N/NC(=O)c2nn(-c3ccccc3)c(=O)c3c(N)scc23)cc1	-11	0	102	0	96	100	95	96
Cc1nc(-c2cccc(NC(=O)c3cccc(S(=O)(=O)N4CCCC4)c3)c2)cs1	-3	12	105	0	101	97	98	98
CC(=O)NCCCC(=O)NN1C(=S)N(Cc2ccccc2)C(=O)C1CC(=O)Nc1cccc(C)c1 (stereo not drawn)	50	7	92	0	92	101	98	96
CCCCNC(=O)C1CCCN1C(=O)Nc1ccccc1 (stereo not drawn)	3	2	105	5	108	105	102	101
C/C(=N/NC(=O)C1CCN(S(=O)(=O)c2ccc(C)cc2)CC1)c1cccc([N+](=O)[O-])c1	-12	-9	102	2	112	105	113	108
COC(=O)c1cccc(NC(=O)CCNC(=O)c2ccc([N+](=O)[O-])cc2)c1	0	-6	98	0	101	98	99	103
O=c1oc(-c2cccs2)nc2sc3c(c12)CCC3	4	-9	96	0	94	105	96	99
CC(C)CCNC(=O)C(c1cccs1)N(CC1CCCO1)C(=O)Cn1nnc2ccccc21 (stereo not drawn)	6	9	97	0	91	100	95	93
COc1ccc(-c2cc(C(=O)Nc3c(C)nn(Cc4ccccc4Cl)c3C)no2)cc1	-7	10	114	0	109	105	111	107
CC1=C(C(=O)Nc2ccccc2F)C(c2cccs2)NC(=S)N1 (stereo not drawn)	2	6	124	0	112	100	95	103
CCC(=O)Nc1ccc(Cl)c(NC(=O)C(C)C)c1	10	6	96	1	106	107	100	102
CNC(=S)N/N=C/c1c(C)nn(-c2ccccc2)c1Cl	7	x	123	1	93	106	87	95
Cc1ccc2cc(C)c(N3CCN(c4ccccn4)CC3)nc2c1	12	-1	108	0	93	98	88	98
COc1ccc(-c2nnc3sc(-c4ccccc4OC)nn23)cc1	-14	-3	110	0	98	97	82	101

Reformatted with two lines to a compound: part of the list above
Below each SMILES – GASC-1 inh | VLA-4 inh | LAP4-GFP MLPCN | GRK2 aptamer HTS | AGP1 TOR yeast | MEP2 TOR yeast | CIT2-GFP yeast | RPL19A-GFP yeast
- CC(OC(=O)c1nc(Cl)ccc1Cl)C(=O)Nc1ccccc1F (stereo not drawn)
→ -6 | -4 | 91 | 1 | 93 | 99 | 91 | 92
- COc1ccc(/C=N/NC(=O)c2nn(-c3ccccc3)c(=O)c3c(N)scc23)cc1
→ -11 | 0 | 102 | 0 | 96 | 100 | 95 | 96
- Cc1nc(-c2cccc(NC(=O)c3cccc(S(=O)(=O)N4CCCC4)c3)c2)cs1
→ -3 | 12 | 105 | 0 | 101 | 97 | 98 | 98
- CC(=O)NCCCC(=O)NN1C(=S)N(Cc2ccccc2)C(=O)C1CC(=O)Nc1cccc(C)c1 (stereo not drawn)
→ 50 | 7 | 92 | 0 | 92 | 101 | 98 | 96
- CCCCNC(=O)C1CCCN1C(=O)Nc1ccccc1 (stereo not drawn)
→ 3 | 2 | 105 | 5 | 108 | 105 | 102 | 101
- C/C(=N/NC(=O)C1CCN(S(=O)(=O)c2ccc(C)cc2)CC1)c1cccc([N+](=O)[O-])c1
→ -12 | -9 | 102 | 2 | 112 | 105 | 113 | 108
- COC(=O)c1cccc(NC(=O)CCNC(=O)c2ccc([N+](=O)[O-])cc2)c1
→ 0 | -6 | 98 | 0 | 101 | 98 | 99 | 103
- O=c1oc(-c2cccs2)nc2sc3c(c12)CCC3
→ 4 | -9 | 96 | 0 | 94 | 105 | 96 | 99
- CC(C)CCNC(=O)C(c1cccs1)N(CC1CCCO1)C(=O)Cn1nnc2ccccc21 (stereo not drawn)
→ 6 | 9 | 97 | 0 | 91 | 100 | 95 | 93
- COc1ccc(-c2cc(C(=O)Nc3c(C)nn(Cc4ccccc4Cl)c3C)no2)cc1
→ -7 | 10 | 114 | 0 | 109 | 105 | 111 | 107
- CC1=C(C(=O)Nc2ccccc2F)C(c2cccs2)NC(=S)N1 (stereo not drawn)
→ 2 | 6 | 124 | 0 | 112 | 100 | 95 | 103
- CCC(=O)Nc1ccc(Cl)c(NC(=O)C(C)C)c1
→ 10 | 6 | 96 | 1 | 106 | 107 | 100 | 102
- CNC(=S)N/N=C/c1c(C)nn(-c2ccccc2)c1Cl
→ 7 | x | 123 | 1 | 93 | 106 | 87 | 95
- Cc1ccc2cc(C)c(N3CCN(c4ccccn4)CC3)nc2c1
→ 12 | -1 | 108 | 0 | 93 | 98 | 88 | 98
- COc1ccc(-c2nnc3sc(-c4ccccc4OC)nn23)cc1
→ -14 | -3 | 110 | 0 | 98 | 97 | 82 | 101

Record cards (already shown). Values in the order: GASC-1 inh | VLA-4 inh | LAP4-GFP MLPCN | GRK2 aptamer HTS | AGP1 TOR yeast | MEP2 TOR yeast | CIT2-GFP yeast | RPL19A-GFP yeast
CCC(=O)Nc1ccc(Cl)c(NC(=O)C(C)C)c1 is listed as 10 | 6 | 96 | 1 | 106 | 107 | 100 | 102
CC1=C(C(=O)Nc2ccccc2F)C(c2cccs2)NC(=S)N1 (stereo not drawn) is listed as 2 | 6 | 124 | 0 | 112 | 100 | 95 | 103

The list goes on:
SMILES	GASC-1 inh	VLA-4 inh	LAP4-GFP MLPCN	GRK2 aptamer HTS	AGP1 TOR yeast	MEP2 TOR yeast	CIT2-GFP yeast	RPL19A-GFP yeast
CCNC(=O)c1cc(S(=O)(=O)N(C)C)c(Cl)cc1Cl	0	7	108	0	104	102	96	100
O=C(NC(Cc1c[nH]c2ccccc12)C(=O)N/N=C/c1cccc2ccccc12)c1cccs1 (stereo not drawn)	4	0	93	0	99	101	102	103
Cn1c(N2CCC(C(N)=O)CC2)nc2c1c(=O)n(Cc1ccc(Cl)cc1)c(=O)n2C	-1	6	103	0	101	104	96	96
O=C(O)c1ccccc1NS(=O)(=O)c1ccccc1C(F)(F)F	6	8	83	3	83	89	78	119
COc1ccc(OC)c(C2=NNC(=NCc3ccc4c(c3)OCO4)SC2)c1	7	-4	77	0	92	86	88	91
COc1ccc(/C=C2/SC(=S)N(CC(=O)O)C2=O)cc1OCc1ccc(Cl)cc1	4	-2	94	2	98	113	103	104
O=S1(=O)N=C(N2CCN(Cc3ccc4c(c3)OCO4)CC2)c2ccccc21	-3	0	98	4	100	102	100	99
COc1ccc(OC)c(CCNC(=O)c2ccc3c(=O)[nH]c4c(C(=O)NC(C)C)sc(=S)n4c3c2)c1	-12	3	94	0	95	100	93	99
CC(=O)Nc1ccc(N2CC(C)(C)C2=O)cc1	11	22	84	2	88	92	89	93
CCOCCCNC(=O)C1c2ccccc2C(=O)N2CCc3ccccc3C12 (stereo not drawn)	8	4	99	1	98	101	111	98
O=C(Nc1cccc(NC(=O)c2cccs2)c1)c1cccnc1	3	4	78	0	82	u	91	90
COc1ccccc1NC(=O)NC(N)=O	3	8	95	2	93	106	96	93
O=C(CSc1nnc(C2CC2)n1CC1CCCO1)Nc1cccc(Cl)c1 (stereo not drawn)	20	-11	95	2	99	106	106	101
N/C(=N\OC(=O)CCN1C(=O)c2ccccc2C1=O)c1ccccn1	-2	-9	117	0	105	95	98	99
O=C1c2ccccc2C(=O)C1c1ccccn1	5	4	106	1	114	107	88	92
CCCCCOc1ccc(C(=O)NC(CCC)C(=O)O)cc1 (stereo not drawn)	6	2	107	0	100	100	102	101
CCc1nnc(NC(=O)C(CC)c2ccccc2)s1 (stereo not drawn)	-4	-2	79	0	82	86	104	100
COC(=O)c1c(N2C(=O)[C@H]3[C@@H](C2=O)[C@]2(C(=O)Nc4c2ccc(C)c4C)N2CCC[C@@H]32)sc(C)c1C	-7	2	101	2	99	100	96	104
Cc1cccc(N(Cc2cc3ccccc3[nH]c2=O)S(C)(=O)=O)c1	2	4	93	2	95	100	89	95
COc1ccc(C(C(=O)NC2CCCC2)N(C(=O)c2snc(-c3ccc(F)cc3)c2N)c2cccc(F)c2)cc1 (stereo not drawn)	7	4	98	1	105	106	117	103
CCCN(Cc1ccccc1)C(=S)NC(=O)c1ccccc1[N+](=O)[O-]	-28	3	135	0	93	87	77	93
Cc1ccc2c(c1)C(=O)c1ccccc1CS2=O (stereo not drawn)	0	-6	101	1	108	105	101	102

Screening data from PubChem BioAssay.
